V1R ag counter = activates human V1a receptor in oxytocin agonist counter-screen; P37288; CHO-V1R cells, Fluo-8 calcium fluorescence, agonist mode; 0% DMSO, 100% 3 nM vasopressin; activation, % at 3 µM; 320,000 tested, 0.25% active;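 active = activation above the mean activation of all tested compounds plus 3 SD, per screening run, cut at about 20% in these data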;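 also: signal is peak over basal fluorescence ratio across a 100 second FLIPR read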
CHO-K1 Ca antag = M1 antagonist counterscreen hit in parental CHO-K1 cells; ATP-induced calcium, Fluo-8 fluorescence; inhibition, % at 3 µM; 360,000 tested, 0.6% active; AID 602250;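 active = inhibition above a per-plate cutoff, the plate's mean sample inhibition plus 3 SD, cut at about 24% in these data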;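 also: 0% = DMSO plus EC80 ATP and 100% = DMSO alone without ATP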
M1 PAM parental = counter-screen for M1 PAMs: effect in parental CHO-K1 cells; ATP EC20, Fluo-8 calcium fluorescence; 0% at ATP EC20, 100% at ATP max; activation, % at 3 µM; 360,000 tested, 0.02% active; AID 602247;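 active = activation above the run cutoff, the mean activation of all test compounds plus 3 SD, cut at about 40% in these data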;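 also: peak over basal fluorescence ratio in a 140 s read after ATP addition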
CHO parental Ca = counter-screen: ATP calcium response change in parental CHO cells. parental CHO-K1, ATP-induced calcium, Fluo-8 fluorescence. 330,000 tested, 0.63% active. inhibition, % at 5.6 µM;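 active = inhibition above that plate's mean sample inhibition plus 3 SD, cut at about 26% in these data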;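 also: 0% = ATP-challenged DMSO wells and 100% = DMSO wells without ATP; some compounds past the cut are filed as inactive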
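Material: parental CHO cells / Compound: single nominal dose of 5.6 µM per compound / Signal: Fluo-8 fluorescence / Replicates: singlicate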
CHO-K1 Ca ag = M1 agonist counterscreen hit in parental CHO-K1 cells. Fluo-8 calcium fluorescence; scaled to maximal ATP response, vehicle zero. activation, % at 3 µM. 360,000 tested, 0.48% active. AID 602248; in the data active = activation above about 15%;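 also: untransfected CHO-K1 host cells lacking M1 receptor as counterscreen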
OXTR potentiator = potentiators of human oxytocin receptor; CHO-OTR cells, Fluo-8 calcium fluorescence, potentiator mode; 0% = oxytocin EC15, 100% = EC100; 320,000 tested, 0.061% active; activation, % at 3 µM; P30559; AID 2445;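 active = activation above that plate's cutoff, the mean activation of tested compounds plus 3 SD, cut at about 6.6% in these data, passing the limit was not always enough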;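 also: 100% uses oxytocin at 75 nM as the full agonist control; some results filed as inactive read as strong as hits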
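Replication – single well per compound, singlicate · Assay system – CHO cell line stably expressing human OTR · Timing – 6 min pre-incubation, 100 s read · Measure – normalized max/min fluorescence ratio, % activation · Doses – 3.0 µM, one dose · Detection – Fluo-8 calcium dye fluorescence · Probe or stimulus – oxytocin near EC15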
M1 ag = activates human CHRM1 receptor. CHO-K1 hM1, Fluo-8 calcium fluorescence, agonist mode; 0% DMSO, 100% acetylcholine EC100. activation, % at 3 µM. 360,000 tested, 0.33% active;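 active = activation above the run's mean compound activation plus 3 SD, cut at about 16% in these data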;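 also: peak over basal fluorescence ratio within a 140 s kinetic read after compound addition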
Target sequence (P11229 whole entry, looked up): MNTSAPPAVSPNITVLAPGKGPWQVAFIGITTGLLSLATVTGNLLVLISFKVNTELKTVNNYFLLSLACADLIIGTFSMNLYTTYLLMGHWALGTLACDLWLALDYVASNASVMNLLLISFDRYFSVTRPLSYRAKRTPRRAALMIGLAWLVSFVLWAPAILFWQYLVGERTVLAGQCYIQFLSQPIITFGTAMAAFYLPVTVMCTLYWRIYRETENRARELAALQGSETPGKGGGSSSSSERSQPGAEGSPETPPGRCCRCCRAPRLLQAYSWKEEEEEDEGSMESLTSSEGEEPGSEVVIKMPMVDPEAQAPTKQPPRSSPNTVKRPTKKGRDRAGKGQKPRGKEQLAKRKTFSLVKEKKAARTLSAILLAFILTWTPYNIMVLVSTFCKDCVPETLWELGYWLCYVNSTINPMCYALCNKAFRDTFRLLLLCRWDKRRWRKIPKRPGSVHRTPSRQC
TAAR1 antagonist = human TAAR1 antagonism; CHO RD-HGA16 TAAR1, Fluo-8 calcium fluorescence, antagonist; inhibition, % at 3 µM; 360,000 tested, 1.5% active;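 active = inhibition above a per-plate cutoff, the mean inhibition of test compounds on that plate plus 3 SD, cut at about 49% in these data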;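 also: 0% = DMSO plus EC80 beta-PEA response and 100% = DMSO alone without agonist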
Target sequence (Q96RJ0 whole entry, looked up): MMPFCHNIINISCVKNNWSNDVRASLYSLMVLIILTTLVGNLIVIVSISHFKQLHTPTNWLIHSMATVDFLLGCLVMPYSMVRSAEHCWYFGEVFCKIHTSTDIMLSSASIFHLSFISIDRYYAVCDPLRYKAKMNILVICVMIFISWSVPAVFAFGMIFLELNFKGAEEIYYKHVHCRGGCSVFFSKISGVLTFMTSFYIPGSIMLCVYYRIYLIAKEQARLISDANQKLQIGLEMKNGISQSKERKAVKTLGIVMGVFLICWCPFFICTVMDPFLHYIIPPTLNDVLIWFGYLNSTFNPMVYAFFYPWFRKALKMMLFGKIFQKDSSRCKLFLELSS
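Assay system: CHO-derived RD-HGA16 cells stably expressing human TAAR1 plus Gα16. Timing: 140 s kinetic read after compound, 140 s after agonist. Technique: kinetic Fluo-8 calcium fluorescence measurement. Measure: % inhibition of agonist calcium response.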
TAAR1 ag = human TAAR1 agonism | 360,000 tested, 0.99% active | activation, % at 3 µM | Q96RJ0 | CHO RD-HGA16 TAAR1, Fluo-8 calcium fluorescence; vehicle wells 0%, saturating PEA agonist 100%;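 active = activation above the mean activation of all test compounds in the run plus 3 SD, cut at about 38% in these data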
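Assay system: CHO-derived RD-HGA16 cells with stable Gα16 and human TAAR1; timing: 17-24 h seeding, 75 min 37 °C dye, 30 min RT; read-out: % activation from peak over basal fluorescence ratio, DMSO-to-PEA scaled; measured by: kinetic Fluo-8 calcium fluorescence; benchmarks: low control DMSO, high control PEA (EC100); doses: 3 µM single concentration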
Numbers without * were called inactive; . = no result given. An unsorted share of the library. Share with any hit: about 3.3%.

canonical_smiles	V1R ag counter	CHO-K1 Ca antag	M1 PAM parental	CHO parental Ca	CHO-K1 Ca ag	OXTR potentiator	M1 ag	TAAR1 antagonist	TAAR1 ag
COc1ccc(CC(=O)Nc2cccnc2)cc1	-0.2	16	-21	4	-0.3	-11	-1	-21	7
Cc1nn(CCc2nn[nH]n2)c2nc(-c3ccc(Br)cc3)cc(C(F)(F)F)c12	9.7	-14	14	-2	0.5	-11	3	71*	2
CC(=O)Nc1nc2ccccc2n1Cc1ccc(Cl)cc1	-0.1	-14	14	1	2.7	-6	-4	-9	0
NC(=O)CC(NC(=O)c1ccc(Br)cc1)c1ccc(NC2CCCCCCC2)c([N+](=O)[O-])c1 (configuration not stated)	0.7	-18	20	-18	0.5	-2	-4	-9	2
COC(=O)[C@@H](Cc1ccccc1)NS(=O)(=O)N[C@H](Cc1ccccc1)C(=O)OC	.	-17	17	.	1.2	.	0	13	9
Cc1ccc(S(=O)(=O)N2CCCCC2)cc1NC(=O)c1ccc(=O)[nH]c1	.	5	12	.	1.2	.	-2	-23	2
Cc1ccc2[nH]c(C)cc(=S)c2c1	.	-5	17	.	0.1	.	-10	11	9
O=C(Nc1ccc(Cl)c(S(=O)(=O)N2CCOCC2)c1)C1CCCC1	5.2	-7	-10	-17	4.6	-8	-2	-17	21
CCOc1ccccc1/C=N/n1nnnc1N	0.3	17	-13	2	-0.4	-8	3	9	0
COc1cccc(C(=O)CSc2nc3ccccc3n2CC(=O)N(C(C)C)C(C)C)c1	-0.5	-10	19	-17	1.3	-12	-2	-13	1
Cc1ccc(-c2nnc(-c3ccc(NC(=O)c4ccco4)cc3)o2)cc1	0.5	2	-5	-29	-0.3	-16	1	9	2
O=C(Nc1nccs1)c1ccc(Br)o1	0.8	-22	13	-8	0.5	-6	-4	11	1
O=C(O)c1ccccc1C(=O)c1ccc2c(c1)N(Cc1ccc(Cl)c(Cl)c1)C(=O)CO2	3.2	4	5	-21	0.3	-19	-9	19	11
O=C(Nc1nc2ccccc2[nH]1)c1cccs1	0.0	-2	21	-9	0.1	2	-2	-15	3
O=C(CCS(=O)(=O)c1cccs1)N1CCN(c2ccc(F)cc2)CC1	1.6	-9	26	-3	1.2	-17	-4	-1	0
Cc1ccccc1-c1nnn(CC(=O)NC(=O)NC2CCCC2)n1	0.9	-8	18	-7	-0.2	-6	-1	-34	18
COc1ccc(C(=O)OCC(=O)NCCCc2ccccc2)c(OC)c1	0.7	-6	12	-7	5.2	-13	-6	-11	3
CCN(CC)CCN1C(=O)/C(=C\c2ccc(Cl)c([N+](=O)[O-])c2)SC1=Nc1ccc(OC)cc1	0.4	-2	5	5	2.2	-4	-8	-4	9
Cc1ccc(-n2[nH]c(=O)c3cccnc32)cc1	-1.2	-4	17	-4	-0.2	-3	-4	13	0
N#C/C(=C/c1ccc(CNS(=O)(=O)c2ccccc2)o1)C(=O)NCc1ccccc1	3.1	6	10	-8	14	-10	-8	3	8
O=C(Nc1ccc2oc(-c3cccnc3)nc2c1)c1ccc([N+](=O)[O-])o1	.	-10	11	.	0.8	.	-2	-14	3
O=C(c1cccc(S(=O)(=O)N2CCc3ccccc32)c1)N1CCc2ccccc2C1	2.2	-2	1	-25	3.3	-13	-1	35	3
Cc1ccc(-n2nc3c(=O)n(C(C)C(=O)NCc4ccco4)nc(C)c3c2C)cc1 (configuration not stated)	-0.2	-4	-14	-10	0.1	0	-3	-8	4
CC1(C)Cc2c(C#N)c(NCC3CCCO3)nc(-c3ccco3)c2CO1 (configuration not stated)	-1.2	-1	2	-28	0.1	-8	-3	9	7
COc1ccc2c(c1)c1ccccc1n2C	-1.8	3	-2	-5	0.0	-12	-3	-16	7
CCCc1cc(=O)n2[nH]c(-c3ccccc3)cc2n1	1.0	-5	13	-9	0.3	-4	-2	9	9
COc1ccc(CCNC(=O)c2ccc3nc4cc(Cl)ccc4c(=O)n3c2)cc1OC	4.6	-9	-3	-24	4.4	-14	-1	30	11
CC12CN(C(=O)c3ccc([N+](=O)[O-])cc3)CC(C)(CN(C(=O)c3ccc([N+](=O)[O-])cc3)C1)C2=O	-1.6	.	.	-1	.	-4	.	8	7
COc1cccc(-c2csc(N3CCN(C(=O)Nc4ccccc4OC)CC3)n2)c1	-1.0	-7	4	-10	1.7	-6	-4	11	2
Cc1ccc(S(=O)(=O)N(C)C)cc1NC(=O)COC(=O)CC1CCCC1	-0.7	-6	2	-18	1.1	-6	-3	-21	2

The list continues:
canonical_smiles	V1R ag counter	CHO-K1 Ca antag	M1 PAM parental	CHO parental Ca	CHO-K1 Ca ag	OXTR potentiator	M1 ag	TAAR1 antagonist	TAAR1 ag
C=CCNC(=O)CCc1nnc(C2(c3ccc(Cl)cc3)CCC2)o1	0.6	-2	18	-5	1.0	-4	-11	7	10
COc1ccc(C(=O)/C=C/Nc2ccc(S(=O)(=O)Nc3cc(OC)nc(OC)n3)cc2)c(OC)c1	0.8	0	-24	-3	0.4	-13	-2	-3	-1
COc1ccc2nc(SCC(=O)NC3CCCc4ccccc43)[nH]c2c1 (configuration not stated)	2.2	-4	17	-10	2.4	-7	-5	-20	1
O=C(CSc1ccc(F)cc1)NCC1(N2CCOCC2)CCCCC1	-1.5	1	-4	-2	0.5	-14	-7	-12	0
C=CCn1c(CCC(=O)O)ccc1-c1ccc(OC)cc1	0.8	2	-2	-6	0.1	-1	-5	-11	9
CSc1nc(-c2ccccc2)nc(NC(=O)c2ccccc2)c1C(C)=O	-1.4	-17	29	-21	4.1	-8	-5	19	-1
CC1(C)CC(=O)C2=C(C1)N(N1CCOCC1)C(N)=C(C#N)C2c1cccnc1 (configuration not stated)	0.2	-9	13	-16	0.6	-1	-2	-26	4
CC(=O)Nc1ccc2c(c1)nc(C)n2-c1ccccc1	0.9	-12	-5	3	0.2	-4	-2	-8	4
COc1ccccc1Nc1ncc(C(C)=O)c(C)n1	-0.2	-1	14	-20	0.4	4	-4	-23	-4
CCCC(=O)NC(c1ccc(Cl)cc1)c1ccc2cccnc2c1O (configuration not stated)	-0.3	-4	14	-7	1.7	1	-4	-13	3
CCCCOc1ccc(/C=N/NC(=S)Nc2cccc(C)c2C)cc1	-0.3	-12	16	-18	0.4	-5	-4	1	12
CCOC(=O)N1CCC(NC(=O)CCc2c(C)nc3c(c(C)nn3C(C)(C)C)c2C)CC1	-0.7	-11	14	-12	0.2	-9	-12	-20	6
CCCN(C)C[C@@H]1OCc2cnnn2CCCC(=O)N([C@H](C)CO)C[C@H]1C	.	3	0	.	-0.6	.	-8	-14	0
Cc1c(C(=O)N2CCC(C)CC2)cccc1[N+](=O)[O-]	-0.4	-7	-13	-4	0.1	-2	-3	-11	0
COCCOC(=O)C1=C(C)N=C2SCCC(=O)N2C1c1ccc(C(=O)OC)cc1 (configuration not stated)	-0.3	21	-8	-13	-0.1	-2	-2	5	3
CS(=O)(=O)N1CCC(C(=O)NCC2CCCO2)CC1 (configuration not stated)	-0.2	5	-6	2	-0.5	0	-2	6	0
CCN(CC(=O)Nc1ccc2c(c1)OCCO2)C(=O)c1ccc(CS(C)(=O)=O)cc1	1.1	-4	0	-12	-0.1	1	0	-7	2
O=C(CN1C(=O)c2cccc3cccc1c23)N1CCN(Cc2ccc3c(c2)OCO3)CC1	4.9	-3	0	-13	2.4	-5	0	-4	4
Cc1ccc(-c2nnc(CSc3nc(C(C)C)nc4sc(C)c(C)c34)o2)cc1	-0.1	-14	17	-7	0.5	-14	-3	4	1
COC(=O)c1ccccc1NC(=O)CSCC(=O)Nc1ccc(F)cc1	-0.3	-13	13	-21	1.3	-6	-5	.	.
COc1ccc(CCNC(=O)CSc2ccccc2)cc1OC	0.6	-9	19	-6	1.2	-3	-7	-26	10
Cc1ccc(OCCNC(=O)c2ccc3c(c2)OCO3)cc1	1.3	-1	-2	5	0.2	-3	-2	-17	-1
C=CCSc1nnc(NC(=O)c2ccc(N3CCCC3=O)cc2)s1	0.3	-6	14	-3	0.8	5	-3	-21	8
Cc1cccc(OCCCc2c(C)n[nH]c2C)c1	1.0	-10	-7	-4	3.0	-9	-1	8	3
Cc1cc(C)nc(Nc2n[nH]c(COc3cccc4ccccc34)n2)n1	.	-9	19	.	0.8	.	-4	3	3
CC(C)c1ccccc1NC(=O)Nc1ccc(F)cc1F	0.6	-8	12	-3	3.1	5	-4	-21	2
Cc1ccccc1N(C(=O)c1csnn1)C(C(=O)NC(C)(C)C)c1cccs1 (configuration not stated)	-0.1	2	12	-11	0.7	-5	-1	14	3
O=C(Nc1ccc(NC(=O)C2CCCCC2)nc1)c1ccccn1	0.8	18	-12	-17	0.4	-12	-4	2	6
Cc1cc(=O)n2[nH]c(C)cc2n1	0.6	-1	8	-8	-0.1	-4	-5	-3	3
CCOC(=O)C1CCN(Cc2ccc(-c3ccccc3)cc2)CC1	.	-8	18	.	2.6	.	-8	-11	4
CC(=O)Nc1ccccc1-c1nc2ccc(C(=O)N3CCN(c4ccccc4)CC3)cc2[nH]c1=O	-0.5	8	-16	-6	-0.1	-5	5	-8	0

Screening results as filed in PubChem BioAssay.
